NCI-60 one-dose screen, 48 h, at 10 µM unless noted. Numbers give growth in % (100 = growth as untreated, 0 = no growth, -100 = all killed).
UO-31 – UO-31 renal cancer | actives 5.2% (n = 81,000)
RXF 393 – RXF 393 renal cancer cells; actives 6.9% (n = 77,000)
U251 – U251 CNS tumor cells; actives 5.4% (n = 80,000); AID 1794753
TK-10 – TK-10 renal cancer cells; actives 3.9% (n = 81,000); AID 1794769
CAKI-1 – CAKI-1 renal cancer; actives 4.7% (n = 75,000); AID 1794772
A498 – A498 renal cancer cells. actives 5.4% (n = 76,000)
786-0 – 786-0 renal cancer cells; actives 5.1% (n = 81,000)
ACHN – ACHN renal cancer; actives 4.9% (n = 81,000)
SN12C – SN12C renal cancer cells; actives 3.8% (n = 81,000); AID 1794767
The depositor's hits bear a star; / = not tested or not shown; & = joins results of further samples. Rule for the calls: active = growth percent below 10; inactive = the rest.

SMILES | UO-31 | RXF 393 | U251 | TK-10 | CAKI-1 | A498 | 786-0 | ACHN | SN12C
O=C(CSc1nnc(-c2ccccc2)o1)Nc1nc(-c2ccccc2)cs1 | 72 | 99 | 95 | 117 | 83 | 100 | 105 | 89 | 93
CCOC(=O)CCC(=O)/C=C\c1ccc2c(c1)OCO2 | 96 | 105 | 111 | / | 96 | 80 | 96 | 102 | 103
COC(=O)C1CCc2ccccc2C1=O (stereo not drawn) | 66 | 98 | 95 | 112 | 76 | 119 | 103 | 91 | 89
Cc1nn(-c2ccc(Cl)cc2)c(=O)n1CCN1CCOCC1 | 66 | 42 | 43 | 64 | 72 | 105 | 59 | 39 | 90
CN1C(=O)C2=C(NCCN(C(=O)[C@H](Cl)c3ccccc3)C2c2ccc(Cl)c(Cl)c2)C1(C)C (stereo partly drawn) | 60 | 73 | 76 | 100 | 42 | 68 | 105 | 70 | 68
Oc1ccc(-c2nc3ccc(/C(=N\N=C\c4ccc(Cl)cc4)c4ccccc4)cc3[nH]2)cc1 | 63 | 93 | 87 | 105 | 76 | 66 | 66 | 87 | 84
N#C/C(=C\c1ccc(Br)cc1)C(=O)c1ccccc1 | 96 | 105 | 98 | 117 | 102 | 101 | 106 | 112 | 97
Oc1cccc2c1CCCC2O (stereo not drawn) | 75 | 113 | 105 | 114 | 101 | 99 | 109 | 99 | 95
CC(=O)CC(C)=Nc1cccc(N=C(C)CC(C)=O)c1 | 80 | 91 | 102 | 131 | 113 | 101 | 118 | 102 | 88
C/C=C/C(=O)OC(=O)/C=C/C | 87 | 110 | 91 | 94 | 97 | 101 | 105 | 104 | 88
O=C(O)c1cccs1 | 93 | 106 | 92 | 92 | 101 | 66 | 99 | 101 | 96
Cc1ccc(NC(=S)NNC(=S)NNc2ccccc2)cc1C | 77 | 96 | 97 | 104 | 95 | 94 | 114 | 99 | 101
O=C(Nc1ccccc1C(=O)O)c1ccccc1 | 96 | 90 | 95 | 100 | 102 | 91 | 102 | 107 | 101
COc1ccc(NC(=O)Nc2ccc(OCC(=O)c3ccc(C#N)cc3)cc2)cc1 | 93 | 90 | 89 | 120 | 92 | 127 | 95 | 90 | 100
CNC(=O)c1cc(Cn2nc(C)c(NC(=O)Nc3ccc(Cl)c(C(F)(F)F)c3)c2C)ccn1 | 91 | 102 | 87 | 103 | 94 | / | 100 | 98 | 99

An excerpt from above in order of heavy-atom count, smallest number first.
SMILES | UO-31 | RXF 393 | U251 | TK-10 | CAKI-1 | A498 | 786-0 | ACHN | SN12C
COC(=O)C1CCc2ccccc2C1=O (stereo not drawn) | 66 | 98 | 95 | 112 | 76 | 119 | 103 | 91 | 89
N#C/C(=C\c1ccc(Br)cc1)C(=O)c1ccccc1 | 96 | 105 | 98 | 117 | 102 | 101 | 106 | 112 | 97
CC(=O)CC(C)=Nc1cccc(N=C(C)CC(C)=O)c1 | 80 | 91 | 102 | 131 | 113 | 101 | 118 | 102 | 88

Following part.
SMILES | UO-31 | RXF 393 | U251 | TK-10 | CAKI-1 | A498 | 786-0 | ACHN | SN12C
CC(C)=NNC(=O)CC(=O)NN=C(C)C | 102 | 105 | 109 | / | 99 | 109 | 108 | 104 | 104
Cc1nnc(/N=C2\NC(=O)/C(=C/C=C/c3ccccc3)S2)s1 | 55 | 69 | 50 | 70 | / | 65 | 67 | 51 | 66
CCCOC(=O)c1nc(N(CC2CCCCC2)C(=O)NC)sc1/N=C/c1ccccc1 | 24 | -8.8* | 6.0* | 53 | 32 | 63 | 9.3* | 17 | 15
COc1ccc(OC)c2c1CCC1(C2)NC(=O)NC1=O (stereo not drawn) | 82 | 108 | / | 114 | 91 | 104 | 113 | 103 | 97
O=C(Cn1c(CO)nc2ccccc21)N1N=C(c2ccc(Cl)cc2)CC1c1ccco1 (stereo not drawn) | 75 | 85 | 92 | 128 | 92 | 117 | 95 | 103 | 99
S=C(S)N1CCCC1 | 76&88 | 125&112 | 49&85 | 96&97 | 124 | 102&73 | 106&103 | 110&125 | 109&96
Nc1ccc(Cl)c2cccnc12 | 66 | 101 | 103 | 95 | 94 | 107 | 97 | 99 | 87
CC(=O)NC1C(Nc2ccc(S(=O)(=O)Nc3ccnn3-c3ccccc3)cc2)OC(CO)C(O)C1O (stereo not drawn) | 90 | 112 | 107 | 98 | / | / | 97 | 102 | 109
Cc1ccc(OS(=O)(=O)c2ccccc2)cc1 | 86 | 93 | 99 | 93 | 99 | 93 | 91 | 107 | 103
Cn1c(=O)[nH]c(=O)c2nc(/C=C/c3ccccc3)c(/C=C/c3ccccc3)nc21 | 89 | 100 | 102 | 108 | 97 | 121 | 101 | 106 | 100
C#CCN1C(=O)c2cccc3c(/C=C/CN4C(=O)c5cccc6cccc(c56)C4=O)ccc(c23)C1=O | 77 | 121 | 100 | 109 | 94 | 78 | 99 | 99 | 101
CCCCCCCC/C=C/CCCCCCCC1=NC(C)(C)CN1c1ccccc1 | 62 | 85 | 85 | 118 | 90 | 105 | 82 | 101 | 95
O=C(CSc1nnc(-c2ccc3nc(-c4ccccc4)[nH]c3c2)o1)Nc1ccc(Br)cc1 | 74 | / | 12 | 81 | 76 | 101 | 67 | 63 | 46
O=C(CCOCCNC(=O)COc1ccc2c(c1)OCC(c1ccc(F)cc1)C2=O)NCCCC(O)(P(=O)(O)O)P(=O)(O)O (stereo not drawn) | 95 | 121 | 107 | 114 | 95 | 89 | 103 | 102 | 103
Oc1c(Cl)cc(Cl)c(Cl)c1CNCCNCc1c(O)c(Cl)cc(Cl)c1Cl | 0.6* | 28 | 10 | 40 | 9.7* | 51 | / | 8.9* | 36

6 entries from above, comma-delimited.
molecule,UO-31,RXF 393,U251,TK-10,CAKI-1,A498,786-0,ACHN,SN12C
CC(C)=NNC(=O)CC(=O)NN=C(C)C,102,105,109,/,99,109,108,104,104
Cc1nnc(/N=C2\NC(=O)/C(=C/C=C/c3ccccc3)S2)s1,55,69,50,70,/,65,67,51,66
CCCOC(=O)c1nc(N(CC2CCCCC2)C(=O)NC)sc1/N=C/c1ccccc1,24,-8.8*,6.0*,53,32,63,9.3*,17,15
COc1ccc(OC)c2c1CCC1(C2)NC(=O)NC1=O (stereo not drawn),82,108,/,114,91,104,113,103,97
O=C(Cn1c(CO)nc2ccccc21)N1N=C(c2ccc(Cl)cc2)CC1c1ccco1 (stereo not drawn),75,85,92,128,92,117,95,103,99
S=C(S)N1CCCC1,76&88,125&112,49&85,96&97,124,102&73,106&103,110&125,109&96

The list goes on.
SMILES | UO-31 | RXF 393 | U251 | TK-10 | CAKI-1 | A498 | 786-0 | ACHN | SN12C
Cc1ccc(C(=O)Oc2ccc(N=C=S)cc2)cc1 | 86 | 106 | 101 | 117 | 97 | 108 | 105 | 110 | 105
COc1ccc2c(c1OC)C(=O)O[C@@H]2[C@H]1c2c(c(C#CC#Cc3ccc(F)c(F)c3)c3c(c2OC)OCO3)CCN1C | 70 | / | 88 | 95 | 87 | / | 93 | 95 | 100
COc1nc2c(c(=O)n1C)CN(c1ccccc1)C(=O)C(C)N2 (stereo not drawn) | 79 | 95 | 99 | / | 100 | 115 | 98 | 94 | 92
Cc1ccc(-c2cc3nc(-c4ccc(C)cc4)nc(C(Cl)Cl)n3n2)cc1 | 83 | 34 | 59 | 77 | 83 | 101 | 95 | 73 | 96
CCN1Cc2nc3sc(C)c(C)c3c(=O)n2C=C1C | 34 | 46 | 24 | 88 | 62 | 108 | 17 | 65 | 57
CSc1nnc(-c2cc3c([nH]c4ccccc43)c(-c3cccc(O)c3)n2)n1-c1ccccc1 | 40 | 9.9* | 32 | 62 | 45 | 26 | 24 | 36 | 44
CCCC(=O)N1CCOCC1 | 94 | 105 | 100 | 108 | 97 | / | 97 | 107 | 101
CC/C(=C(\c1ccc(OCCN2CCCCCC2)cc1)c1ccc(OC(=O)Cc2ccccc2)cc1)c1ccc(OC)cc1 | 69 | 96 | 80 | 97 | 97 | 96 | 92 | 108 | 85
Cc1ccc2c(n1)C(=O)C(Oc1ccc(Br)cc1)=CC2=O | 84 | 104 | 95 | 103 | 98 | / | 104 | 7.3* | 94
COc1cc2ccc1NC(=O)N1CCN(CC1)C(=O)Nc1ccc(cc1OC)-c1ccc(c(OC)c1)NC(=O)N1CCN(CC1)C(=O)Nc1ccc-2cc1OC | 89 | 116 | 105 | 91 | / | 105 | 105 | 107 | 100
CCOC(=O)c1sc2ncnc(Nc3ccc(OCc4ccc(Cl)cc4)c(Cl)c3)c2c1C | 83 | 102 | 109 | 97 | 93 | 104 | 93 | 94 | 102
CN1CC(c2ccc([N+](=O)[O-])cc2)C(C(=O)c2cccc(O)c2)C12C(=O)c1ccccc1C2=O (stereo not drawn) | 72 | 101 | 107 | 114 | 87 | 108 | 105 | 94 | 96
COc1ccccc1N=NNc1ccccc1OC | 41 | 99 | 70 | 98 | 86 | 47 | 77 | 91 | 59
CCCCCN1C(=O)/C(=c2\sc3n(c2=O)NC2C(N=3)N(CC)C(=O)N2CC)c2cccc(C)c21 (stereo not drawn) | 72 | 97 | 97 | 114 | 92 | 101 | 103 | 101 | 102
CCc1ccc(C(C)=O)cc1 | 81 | 106 | 105 | 97 | 90 | 85 | 102 | 117 | 108
Nc1nc2cc(-c3ccc4ncnc(NCc5ccccc5)c4c3)ccc2o1 | -73* | -76* | 9.6* | -29* | -25* | 42 | 9.0* | -62* | -34*
O=C(/C=C/c1ccc[nH]1)c1ccc(-n2ccc(C(F)(F)F)n2)cc1 | -77* | 50 | 20 | 103 | 93 | / | 45 | 100 | 60
CC(C)(C)c1ccc(O)c(-c2ccccc2)c1 | 110 | 112 | 96 | 100 | 87 | 121 | 109 | 102 | 109
O=c1[nH]ccc2c1cnc1ccccc12 | 80 | 120 | 98 | 121 | 83 | 80 | / | 93 | 96
Cc1cc(C)n(-c2nnc3n2N=C(c2ccc(-c4ccccc4)cc2)CS3)n1 | 47 | 5.5* | 37 | 51 | 53 | 20 | 60 | 55 | 53
N=c1c2cc(-c3ccccc3)oc2ncn1NC(=O)c1cccnc1 | 94 | 89 | 102 | 103 | 88 | 111 | 89 | 104 | 95
CN=C1SC(=Nc2ccc(N(C)C)cc2)N1C | 84 | 101 | 96 | 125 | 98 | 82 | 101 | 106 | 101
CC(=O)OCC(=O)[C@@]1(O)CC[C@H]2[C@@H]3C[C@H](C)C4=CC(=O)C=C[C@]4(C)[C@H]3[C@@H](O)C[C@@]21C | 78 | 128 | 99 | 117 | 100 | 108 | 111 | 99 | 64
CCOC(=O)/C(=C\c1ccccc1)C(=O)c1ccccc1 | 67 | 83 | 84 | 96 | 99 | 97 | 101 | 97 | 87
Cc1oc2c(C(=O)N/N=C\c3ccc(O)cc3O)c[nH]c2c1C | -0.3* | 39 | 20 | 6.2* | 1.5* | 45 | 5.4* | -7.8* | 45
Cc1c(O)c(O)cc2c3c(oc12)CC(c1ccc2c(c1)OCO2)CC3=O (stereo not drawn) | 56 | 115 | 100 | 115 | 99 | 102 | 100 | 76 | 95
O=C1Nc2ccccc2[C@@H]2C[C@H](O)CCN12 | 96 | 126 | 98 | 101 | 95 | 140 | 99 | 103 | 100
Cc1ccc(/C=C2\SC(=O)N(Cc3cc4ccccc4nc3Cl)C2=O)cc1 | 86 | 117 | 101 | 103 | 90 | 96 | 105 | 108 | 96
O=[N+]([O-])c1cccc(OCC2CO2)c1 (stereo not drawn) | 78 | 91 | 98 | 94 | 101 | 82 | 96 | 106 | 96
S=c1[nH]cc2cnccn12 | 113 | / | 112 | 109 | / | 105 | 113 | 110 | 134
Cc1ccccc1/C=C1/SC(=O)N(CC(=O)N2CCN(c3cc4c(cc3F)c(=O)c(C(=O)O)cn4C3CC3)CC2)C1=O | 76 | 104 | 104 | 127 | 92 | 117 | 101 | 98 | 99
